GalR3 antag: antagonists of human GalR3; O60755; HEK293 GalR3-CNG cAMP membrane potential fluorescence; galR3 body fused to GalR1 C-terminus; inhibition, % at 3 µM; hit rate 0.44% among 360,000;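 active = inhibition above the screen-wide average plus 3 SD, cut at about 13% in these data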;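 also: forskolin and galanin both at EC90 stimulate the cells; cAMP rise reported by CNG channel membrane potential dye signal; 0% = forskolin plus galanin with DMSO and 100% = forskolin alone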
CRFBP-R2 block: antagonists of CRF-binding protein/CRF-R2 receptor complex | HEK293 CRF-R2/CRF-BP, CRF-induced calcium fluorescence | inhibition, % at 11.8 µM | hit rate 0.59% among 350,000 | AID 588475;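 active = inhibition of the ligand-induced calcium signal above about 50% at the single tested concentration, limit read from the data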
CRFBP-R2 agonist: CRF-BP/CRF-R2 complex agonism; HEK293 CRF-R2/CRF-BP, calcium dye fluorescence (FLIPR); percent of saturating CRF peptide response; activation, % at 13.2 µM; hit rate 0.46% among 350,000; AID 588473;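 active = activation of at least 50%, plus an integration ratio under a set limit after plate pattern correction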;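 also: plate controls were neutral control wells without compound for no effect and CRF at EC100 for full effect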
M4 PAM: potentiates acetylcholine response at human M4 receptor; CHO-K1 hM4/Gqi5, Fluo-8 calcium fluorescence, ACh EC20; 0% = ACh EC20, 100% = maximal ACh; hit rate 0.4% among 360,000; P08173; activation, % at 3 µM; AID 624126;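 active = activation above its plate's cutoff, the mean activation of sample wells plus 3 SD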; also: some results filed as inactive read as strong as hits
pCIP destab: compounds decreasing mouse p/CIP protein stability | Q05BA5 | F442A p/CIP-EGFP cells, EGFP fluorescence, 16 h | decrease of EGFP signal, % at 10 µM | hit rate 0.01% among 290,000 | AID 1984;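 active = EGFP signal decrease of at least 30% at 10 µM or well 3 SD below plate mean, unless failing retest; inactive = the rest, including hits failing retest or dose response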; also: some compounds called inactive have numbers as strong as hits; many of its hits are not listed in these tables
IDE act: IDE (human) activation, cell-based. HEK cells, FAbeta-B cleavage, fluorescence polarization; 0% vehicle, 100% cell-free pure enzyme wells. P14735. activation, % at 5.96 µM. hit rate 0.073% among 340,000;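 active = activation above the mean of all tested compounds plus 3 SD, set per screening campaign, cut at about 17% in these data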
PHOSPHO1 inh: PHOSPHO1 (human) inhibition; Q8TCT1; recombinant PHOSPHO1, absorbance phosphatase assay; inhibition, % at 13.3 µM; hit rate 1.1% among 290,000; AID 1565; in the data active = inhibition above about 60%
Target sequence (Q8TCT1 whole entry, looked up): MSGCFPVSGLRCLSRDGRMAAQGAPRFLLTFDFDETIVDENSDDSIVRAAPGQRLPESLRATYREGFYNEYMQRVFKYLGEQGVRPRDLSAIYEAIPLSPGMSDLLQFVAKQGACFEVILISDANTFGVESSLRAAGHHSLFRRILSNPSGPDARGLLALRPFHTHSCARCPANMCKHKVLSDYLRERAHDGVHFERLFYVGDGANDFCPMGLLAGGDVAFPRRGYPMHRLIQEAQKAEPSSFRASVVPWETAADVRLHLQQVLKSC
MEKK3 PB1 HTS: MEKK3-MEK5 PB1 interaction, increase or decrease | Q99759 | bead-based flow cytometry, Alexa488-MEK5 binding to MEKK3; actives lie on both sides; 0 = blocked by unlabeled MEK5, 100 = vehicle | binding response (% of control), % at 10 µM | hit rate 1.4% among 290,000 | AID 1529;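 active = binding response more than 3 SD above or below the average of its plate-row segment, actives on both sides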;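 also: Alexa488 bead fluorescence after subtracting the streptavidin-only scavenger bead signal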
Target sequence (Q99759 whole entry, looked up): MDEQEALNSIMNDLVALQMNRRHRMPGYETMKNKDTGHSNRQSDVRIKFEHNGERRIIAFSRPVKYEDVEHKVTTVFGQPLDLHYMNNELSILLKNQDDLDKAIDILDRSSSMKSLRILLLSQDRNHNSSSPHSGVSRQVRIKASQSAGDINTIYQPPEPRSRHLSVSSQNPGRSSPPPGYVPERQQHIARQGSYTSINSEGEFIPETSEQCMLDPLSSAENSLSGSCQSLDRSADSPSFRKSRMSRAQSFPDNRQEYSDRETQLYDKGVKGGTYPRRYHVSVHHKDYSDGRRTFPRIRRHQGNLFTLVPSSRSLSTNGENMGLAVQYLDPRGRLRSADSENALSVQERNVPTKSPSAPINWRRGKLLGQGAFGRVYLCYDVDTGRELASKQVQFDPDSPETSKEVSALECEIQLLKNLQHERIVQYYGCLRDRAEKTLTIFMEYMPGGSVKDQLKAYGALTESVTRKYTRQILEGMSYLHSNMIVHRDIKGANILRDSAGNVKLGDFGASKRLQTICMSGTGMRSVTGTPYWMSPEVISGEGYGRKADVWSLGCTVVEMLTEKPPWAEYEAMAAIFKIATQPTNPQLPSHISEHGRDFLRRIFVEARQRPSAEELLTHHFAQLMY
IDE inh: cellular human IDE inhibition; HEK cells, FAbetaB cleavage, fluorescence polarization; inhibition, % at 5.59 µM; P14735; hit rate 0.41% among 320,000;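 active = percent inhibition above the average of all tested compounds plus 3 SD, set per screening campaign, cut at about 16% in these data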;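 also: IDE supplied by intact live HEK cells; FP after avidin binding of uncleaved biotin substrate so inhibition keeps polarization high; 0% = DMSO wells and 100% = 60 µM reference IDE inhibitor Ii1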
* = called active by the depositor; . = no result given.

SMILES | GalR3 antag | CRFBP-R2 block | CRFBP-R2 agonist | M4 PAM | pCIP destab | IDE act | PHOSPHO1 inh | MEKK3 PB1 HTS | IDE inh
COC(=O)c1cc(Br)c(=O)n(CC(C)C)c1 | -2 | -12 | 2.6 | 3 | -6 | 3 | -23 | 102 | 2
CC(=O)N[C@@H](CC(=O)N[C@H](CCC(=O)O)C(=O)O)C(=O)O | . | 1 | -1.1 | -12 | . | 4 | . | . | 5
Cc1cc(O)c(C(=O)/C=C/c2ccc(C(C)C)cc2)c(=O)o1 | -7 | -12 | -0.4 | -2 | -5 | 0 | 31 | 107 | .
CC(OC(=O)CSc1ccc([N+](=O)[O-])cc1)C(=O)NCc1ccccc1 (stereo unspecified) | . | 7 | -0.7 | 0 | . | -3 | . | . | 4
O=C(OCCCN=C1NS(=O)(=O)c2ccccc21)c1cccs1 | -2 | -6 | 2.0 | 1 | -12 | -2 | 15 | 104 | 7
COc1ccc(Cn2nnnc2CN2CCc3ccccc32)cc1 | -4 | 9 | -1.5 | 9 | -10 | 0 | -13 | 93 | -5
COCCNC(=O)CSc1nnc2c(Cl)cc(Cl)cn12 | 0 | 7 | 0.4 | 1 | -2 | 2 | 16 | 101 | -4
CCCCN(C(=O)C(C)Oc1ccc(Br)cc1)c1c(N)n(CC(C)C)c(=O)[nH]c1=O (stereo unspecified) | -1 | -2 | 1.7 | 13 | . | -1 | . | . | -3
CC(=O)C(CC(=O)N1CCCC1)C(=O)Nc1ccc(Cl)cc1 (stereo unspecified) | -3 | -3 | 3.8 | 6 | . | 1 | . | . | -2
CN(c1ccc(C(=O)Nc2ccccc2C(=O)N2CCCC2)cc1)S(C)(=O)=O | -2 | -2 | 0.8 | 0 | -6 | -4 | 26 | 99 | 12
CCCC(=O)Nc1cc(-c2nn(C)c(=O)c3ccccc23)ccc1N1CCCCC1 | -2 | 5 | -0.3 | 14 | . | 6 | . | 93 | 1
O=C(NC1CCCCC1)C1CCC(CNS(=O)(=O)c2cccc3nsnc23)CC1 (stereo unspecified) | 3 | 3 | 0.0 | 7 | -8 | -1 | -11 | 105 | 3
COc1ccc(-c2nc(CS(=O)CC(=O)NCCc3ccc(OC)c(OC)c3)c(C)o2)cc1 (stereo unspecified) | -6 | 24 | -1.5 | 5 | 0 | 6 | 55 | 100 | 4
CC(=O)c1cccc(NC(=O)c2nccnc2C(=O)O)c1 | -7 | -6 | -0.9 | 5 | -9 | 5 | 14 | 84 | -3
O=C(CN1CCCCCC1=O)N1CCN(S(=O)(=O)c2cccs2)CC1 | -3 | 20 | 0.4 | 5 | 7 | -3 | 43 | 99 | -1
CCOC(=O)c1cc2occc2n1CC(=O)Nc1ccc(OC)cc1OC | -11 | 14 | -0.9 | -6 | 2 | 3 | 24 | 85 | -3
CC(=O)N1CCN(S(=O)(=O)c2ccc3c(c2)CCC(=O)N3)CC1 | -2 | 9 | -0.5 | -5 | . | -2 | . | . | 5
O=C(CN1C(=O)C2CCCCC2C1=O)Nc1nc(-c2ccccn2)cs1 (stereo unspecified) | -1 | -7 | 1.0 | -1 | 7 | -2 | 71* | 101 | -2
O=C(NCc1ccc2c(c1)OCO2)c1cccc(Cl)c1 | 3 | -5 | 0.9 | 5 | 1 | 1 | -7 | 102 | 3
O=C(COC(=O)Cn1[nH]c(=O)c2ccccc2c1=O)NNC(=O)c1ccccc1 | -6 | -16 | 3.6 | -2 | . | -2 | . | . | -8
CCOc1ccc(C(C)=O)cc1CN1C(=O)C(=O)N(CC)C1=O | -3 | -12 | 2.4 | -2 | 5 | 4 | 24 | 101 | 0
Cc1cc(C=O)c(C)n1-c1ccc(N2CCOCC2)cc1 | 0 | -7 | 0.7 | 12 | -2 | 0 | -23 | 98 | 4
CCSc1nc(-c2ccc(OC)cc2)cc(-c2ccccc2)c1C#N | 2 | -12 | 0.2 | -3 | 8 | 1 | 0 | 98 | 0
COc1ccc(C2(NC(C)=O)CCN(C(=O)CCC(=O)O)CC2)cc1 | -4 | 3 | -0.3 | 1 | 4 | 2 | -51 | 87 | 1
O=C(Nc1cccc(S(=O)(=O)NC2=NCCC2)c1)c1ccc(OC(F)F)cc1 | -4 | -2 | -2.8 | -4 | . | 3 | . | . | 1
Next records
SMILES | GalR3 antag | CRFBP-R2 block | CRFBP-R2 agonist | M4 PAM | pCIP destab | IDE act | PHOSPHO1 inh | MEKK3 PB1 HTS | IDE inh
CCOc1ccc(NS(=O)(=O)c2ccc(C(=O)N(CC)CC(=O)NCc3cccs3)cc2)cc1 | -4 | -3 | -0.2 | -1 | 4 | 1 | 9 | 107 | 0
N=c1n(CCN2CCCCC2)c2ccccc2n1CC(O)COc1ccccc1 (stereo unspecified) | -9 | 19 | -1.2 | -3 | 9 | 0 | -2 | 102 | 1
O=c1[nH][nH]c(C(F)(F)F)c1C=NCc1cccs1 | 1 | 3 | -0.9 | 1 | -17 | 4 | 24 | 102 | 1
COC(=O)c1cn(NC(=O)c2ccc(F)cc2)c(=O)c2ccccc12 | -6 | 105* | -0.1 | 7 | -2 | -1 | 34 | 112 | -1
O=C(Nc1ccc2nc(-c3ccco3)c(-c3ccco3)nc2c1)NC1CC1 | . | -8 | 3.6 | 6 | 3 | 1 | 22 | 96 | .
C=CCNc1nc(-c2cccs2)c(CC(=O)O)s1 | -9 | -14 | 7.7 | 3 | -4 | 3 | 5 | 106 | 1
Cc1cc(C)c(CN2CCC(CO)(CCOc3ccccc3)CC2)cc1C | -6 | -25 | 6.9 | -18 | 0 | -4 | 52 | 107 | -4
O=C(c1ccc(F)cc1)C1CCN(C(=O)Nc2ccc(F)cc2F)CC1 | -8 | 3 | 0.4 | 0 | 0 | 0 | 7 | 102 | 2
CCCCCC(O)(c1ccc(OC)cc1)C(CN1CCOCC1)c1ccccc1 (stereo unspecified) | -13 | -9 | -1.3 | -11 | -1 | 5 | 6 | 109 | 6
O=S(=O)(NCC1CCN(c2ccc(S(=O)(=O)N3CCOCC3)cc2)CC1)c1ccccc1 | -9 | 8 | 0.2 | -3 | -15 | -2 | -6 | 99 | .
O=C1C(C=NCCCn2ccnc2)=C(O)c2ccccc21 | 2 | 19 | 0.5 | 10 | . | -1 | . | 66 | 5
Cc1cccc(N=C(NO)c2nonc2N)c1 | -4 | 26 | -7.1 | 1 | 2 | 4 | -1 | 102 | 0
c1ccc(C[C@H]2CN=C(Nc3ccccc3)N2CCCC2CCCC2)cc1 | . | -10 | 0.2 | -12 | -20 | 1 | -2 | 105 | 6
O=C(Cc1ccccc1)c1ccc(N2CCOCC2)cc1 | -7 | 9 | 1.6 | 5 | . | -5 | . | . | .
COc1ccc(OC)c(/C=C2\SC(=S)N(NS(=O)(=O)c3ccc(C)cc3)C2=O)c1 | -10 | 36 | 3.5 | 1 | -11 | 3 | -1 | 106 | 2
CCCn1c(SCC(=O)c2ccc3c(c2)OCCO3)n[nH]c1=O | -4 | -6 | 0.4 | -7 | -13 | 2 | 17 | 99 | 3
COc1ccccc1C(=O)C1CCCN(Cc2ccc3c(c2)OCCO3)C1 (stereo unspecified) | -9 | 1 | -0.4 | -12 | -3 | 6 | 16 | 99 | -4
COc1cc(OC)c2c(C)cc(=O)oc2c1C(CCN1CCN(c2ccccc2)CC1)c1ccc2c(c1)OCO2 (stereo unspecified) | -5 | -4 | 0.8 | -5 | -5 | 5 | 0 | 93 | 8
O=C1C=C(NCc2ccc3c(c2)OCO3)CC(c2ccccc2)C1 (stereo unspecified) | -1 | 4 | 0.0 | . | 6 | . | 1 | 94 | 1
COc1cc(NC(=S)NCc2ccco2)cc(OC)c1 | -1 | 96* | -3.6 | -2 | -8 | 1 | 0 | 104 | 2
CC(C)(C)OC(=O)N1CCN(C(=O)c2ncn(Cc3ccccc3)c2C(=O)N2CCN(C(=O)OC(C)(C)C)CC2)CC1 | -4 | -4 | -3.1 | -3 | . | 2 | . | . | 2
COC(=O)c1ccc(CN(c2ccccn2)S(=O)(=O)c2ccccc2)cc1 | -6 | 2 | -1.8 | -1 | -1 | 3 | 20 | 132* | -2
CC1CCCC(CC(=O)O)(CC(=O)O)C1 (stereo unspecified) | -13 | 1 | 0.0 | -3 | -2 | 9 | 18 | 104 | -5
CC(=O)c1sc2c(c1OC(=O)c1ccc(Cl)cc1)c(=O)n(-c1ccccc1)c(=S)n2-c1ccccc1 | -6 | 27 | 1.4 | 3 | . | 7 | . | . | .
O=C(NCCn1ccc2ccccc21)c1ccc(S(=O)(=O)N2CCOCC2)cc1 | . | -27 | 0.7 | -1 | 0 | 0 | 8 | 99 | -3
(continued)
SMILES | GalR3 antag | CRFBP-R2 block | CRFBP-R2 agonist | M4 PAM | pCIP destab | IDE act | PHOSPHO1 inh | MEKK3 PB1 HTS | IDE inh
Cc1cccc(C)c1OCC(=O)NNC(=O)CCNC(=O)c1ccco1 | -6 | -2 | 0.3 | 11 | . | 3 | . | . | 5
O=C(NCCc1ccccc1)c1ccc2c(c1)OCO2 | -6 | 0 | -1.5 | -3 | 2 | -3 | 40 | 98 | -10
CCC(=O)NC(Nc1cccc(C)n1)(C(F)(F)F)C(F)(F)F | -4 | 1 | 5.8 | -5 | -20 | -1 | 6 | 108 | -3
CC(=O)Nc1c(-c2ccccc2)nc2cc(C)ccn12 | -9 | 21 | -1.4 | 4 | -2 | 3 | -8 | 99 | 10
Cc1c(C(=O)NC2=NCCS2)oc2ccccc12 | -2 | -13 | -2.6 | 0 | -1 | 2 | 28 | 101 | -2
COc1ccc(CN2CCN(C(=O)c3cc(C4CC4)nn3-c3ccccc3)CC2)cc1F | 0 | 5 | -3.0 | 4 | . | 2 | . | . | 3
COC(=O)CSc1nc(N2CCCCC2)c2c(c1C#N)CCCC2 | -6 | 0 | -0.2 | 2 | -10 | -1 | 7 | 110 | 0
O=C(CN1CCN(c2ccccc2F)CC1)N1CCc2ccccc21 | -7 | -7 | 0.3 | -4 | 2 | 5 | 23 | 99 | -1
COCCn1nc2cc(C(=O)NCC34CC5CC(CC(C5)C3)C4)ccc2c1OC | -4 | 8 | -0.5 | 9 | -2 | 7 | 20 | 96 | 3
COc1cc(/C=N/NC(=O)CCN2CCN(C)CC2)cc2c1OCO2 | -5 | -3 | -1.1 | -1 | -3 | 1 | -52 | 101 | 1
CCOc1ccc(S(=O)(=O)NCCC(=O)OCC(=O)c2ccc(NC(C)=O)cc2)cc1 | 1 | -8 | -0.3 | -2 | . | 2 | . | . | 0
Cc1cc(=O)cc(C)n1-c1ccc2c(c1)nc(C)n2-c1ccccc1 | -4 | 2 | -1.4 | 4 | 2 | -1 | 6 | 71 | 3
C/C(=N/NC(=O)c1ccc(Cl)s1)c1cccnc1 | -1 | 7 | -3.2 | -1 | 10 | 11 | 4 | 94 | 8
Cn1c(-c2ccsc2)c(-c2cccs2)c2cc(-c3ccc4[nH]ccc4c3)ccc21 | -1 | -6 | 0.7 | 14 | . | 7 | . | . | 2
Oc1[nH]c(N=C2N=c3ccccc3=N2)c2ccccc12 | -8 | -21 | 0.4 | -3 | 11 | -16 | 5 | 96 | 26*
CCOC(=O)CNC(=O)CSc1nc2cccnc2n1C | -4 | 3 | 1.8 | -1 | -8 | 6 | 11 | 100 | 0
COc1ccc(S(=O)(=O)N(CCc2ccccc2)CC(=O)NC(C)C)cc1 | -2 | -12 | -4.1 | 28 | -2 | -3 | 26 | 102 | -1

MEKK3 PB1 HTS, what is marked active above.
SMILES | GalR3 antag | CRFBP-R2 block | CRFBP-R2 agonist | M4 PAM | pCIP destab | IDE act | PHOSPHO1 inh | MEKK3 PB1 HTS | IDE inh
COC(=O)c1ccc(CN(c2ccccn2)S(=O)(=O)c2ccccc2)cc1 | -6 | 2 | -1.8 | -1 | -1 | 3 | 20 | 132* | -2

Bioassay records deposited in PubChem by several laboratories.
